# SENP7 block – blocks the human protease SENP7; recombinant SENP7, Z-RLRGG-aminoluciferin luminescence, 40 min; Q9BQF6; 330,000 compounds, 1.5% hits; AID 434973; inhibition, % at 5 µM;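 active = inhibition above about 50% at the single test dose, limit read from the data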;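 also: plate controls were DMSO with enzyme for no effect and no enzyme buffer wells for full effect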
# SENP8 inh – blocks human SENP8 cleavage of Nedd8 substrate; Q96LD8; recombinant SENP8, Nedd8 substrate fluorescence; inhibition, % at 20 µM; 360,000 compounds, 0.64% hits; AID 602440; in the data active = inhibition mostly above about 40%, no sharp cut-off; inactive = mostly below about 27%
# Target sequence (Q96LD8 whole entry, looked up): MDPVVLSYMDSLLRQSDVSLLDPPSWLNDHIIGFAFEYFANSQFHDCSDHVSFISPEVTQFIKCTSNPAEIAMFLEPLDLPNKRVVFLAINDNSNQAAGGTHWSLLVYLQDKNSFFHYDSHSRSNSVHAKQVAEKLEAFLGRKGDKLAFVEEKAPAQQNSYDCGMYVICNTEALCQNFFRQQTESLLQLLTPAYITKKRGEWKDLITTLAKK
# SENP6 inh – blocks the human protease SENP6 | Q9GZR1 | Recombinant SENP6 catalytic domain, aminoluciferin luminescence | inhibition, % at 10 µM | 330,000 compounds, 1.8% hits;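 active = inhibition above about 50% at the single tested dose, limit read from the data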;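 also: plate controls were DMSO wells with enzyme for no effect and DMSO wells lacking enzyme for full effect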
# Target sequence (Q9GZR1 628-1112 limits assumed): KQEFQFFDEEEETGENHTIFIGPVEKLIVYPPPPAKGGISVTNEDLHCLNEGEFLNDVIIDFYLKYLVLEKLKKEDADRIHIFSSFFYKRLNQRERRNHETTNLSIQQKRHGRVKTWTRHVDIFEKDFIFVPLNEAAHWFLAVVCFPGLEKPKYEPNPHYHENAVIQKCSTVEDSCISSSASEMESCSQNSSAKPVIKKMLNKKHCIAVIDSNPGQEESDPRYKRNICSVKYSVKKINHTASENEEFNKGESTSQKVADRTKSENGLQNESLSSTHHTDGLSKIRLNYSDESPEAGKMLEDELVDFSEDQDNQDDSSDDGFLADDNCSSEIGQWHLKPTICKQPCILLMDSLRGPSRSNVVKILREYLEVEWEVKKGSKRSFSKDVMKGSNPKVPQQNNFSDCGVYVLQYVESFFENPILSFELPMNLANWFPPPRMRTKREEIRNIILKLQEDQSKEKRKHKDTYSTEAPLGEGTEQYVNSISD
# MPTP inh – blocks calcium-induced mitochondrial swelling. AID 602449. isolated mouse mitochondria, Ca2+ swelling absorbance, 30 min. inhibition, % at 10 µM. 360,000 compounds, 1.4% hits;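 active = inhibition of 50% or more, scaled per plate between neutral and stimulator controls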;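 also: 0% = DMSO wells given calcium and 100% = 1 mM EGTA wells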
# HKDC1 inh – inhibitors of human hexokinase HKDC1; AID 493160; recombinant HKDC1, G6PDH/diaphorase resazurin coupled fluorescence; inhibition, % at 20 µM; Q2TB90; 340,000 compounds, 0.16% hits;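 active = inhibition above about 35% when tested at 20 µM, limit read from the data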;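 also: plate controls were DMSO wells with enzyme for no effect and DMSO wells lacking enzyme for full effect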
#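 Assay system: in-house recombinant HK5 (HKDC1) enzyme. Input: HKDC1 at 5 µg/mL. Medium: Tris pH 8.0 buffer with MgCl2, Tween-20, BSA, BME. Dosing: single 20 µM dose. Schedule: 90 min reaction incubation at room temperature, dark. Signal: resazurin-to-resorufin fluorescence via G6PDH and diaphorase coupling, 525/613 nm. Controls: DMSO-enzyme wells negative, buffer-substituted wells positive.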
# ATG4B inh – ATG4B (human) cysteine protease inhibition. ATG4B cleavage of LC3-PLA2, NBD-HPC fluorescence, 1 h. 340,000 compounds, 0.51% hits. AID 504462. inhibition, % at 8.33 µM; in the data active = inhibition above about 40%
# Target sequence (Q9Y4P1 whole entry, looked up): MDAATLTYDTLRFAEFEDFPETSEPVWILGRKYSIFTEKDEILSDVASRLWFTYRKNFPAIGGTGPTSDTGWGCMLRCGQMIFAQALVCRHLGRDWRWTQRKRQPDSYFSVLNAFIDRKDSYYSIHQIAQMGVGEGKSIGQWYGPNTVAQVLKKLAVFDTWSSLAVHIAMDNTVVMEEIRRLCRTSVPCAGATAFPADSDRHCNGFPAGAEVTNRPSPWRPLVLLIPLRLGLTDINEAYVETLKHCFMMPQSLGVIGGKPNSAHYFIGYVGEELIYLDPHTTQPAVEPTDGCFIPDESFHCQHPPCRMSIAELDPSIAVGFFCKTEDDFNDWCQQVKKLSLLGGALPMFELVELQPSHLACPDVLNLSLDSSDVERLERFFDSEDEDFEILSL
# GRIN3A LBD mod – modulators (binders) of human NR3A ligand-binding domain | NR3A LBD differential scanning fluorimetry, Tm shift; 0% = protein alone, 100% = glycine-bound protein | Tm shift relative to glycine control, % at 25 µM | 340,000 compounds, 2.5% hits | AID 1259313;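 active = melting temperature shift of at least 10% of the positive control shift, at one fixed dose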
# PfGluPho inh – PfG6PD (Plasmodium falciparum) enzyme inhibition; PfGluPho enzyme, NADPH resazurin-diaphorase fluorescence; inhibition, % at 20 µM; 350,000 compounds, 0.78% hits; AID 504690;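 active = inhibition reaching at least a set limit at 20 µM in the primary screen, cut at about 59% in these data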;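 also: 0% = DMSO wells with substrate and 100% = DMSO wells lacking glucose-6-phosphate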
# * = called active by the depositor; . = not tested or not shown.
SMILES,SENP7 block,SENP8 inh,SENP6 inh,MPTP inh,HKDC1 inh,ATG4B inh,GRIN3A LBD mod,PfGluPho inh
Cc1ccccc1NS(=O)(=O)c1ccc(C(=O)NN2CCCCC2)cc1,2.0,-6.9,-11.6,-0.9,-4.2,0.2,2.2,-3.8
CC(=O)N1CC(C)c2scc(C)[n+]2-c2ccccc21 (stereo not drawn),3.2,8.3,-11.1,-5.9,-8.7,-4.0,0.7,0.0
O=C(N[C@@H](Cc1ccccc1)C(=O)N[C@@H](Cc1ccccc1)C(=O)O)OCc1ccccc1,-1.9,6.7,-13.0,-2.0,8.0,-12.8,-1.1,1.7
O=c1c(-c2ccccc2Cl)coc2c(CN3CCCCC3)c(O)ccc12,-5.4,-294.5,-12.5,0.4,-5.0,-4.0,0.6,-3.7
CCN(c1ccc(NC(=O)COC(=O)C2CCN(c3ccc(C(F)(F)F)cn3)CC2)cc1)C(C)C,.,-8.1,.,1.1,1.8,-10.7,-2.5,12.0
O=C(Nc1ccc(N2CCN(C(=O)c3ccco3)CC2)cc1)c1cccnc1Cl,2.6,17.2,-9.2,3.9,11.7,-2.5,-0.3,-8.4
Cc1cccc(-c2ccc(C=Nc3c(C)n(C)n(-c4ccccc4)c3=O)o2)c1,2.5,17.5,-28.1,0.2,-2.6,-3.1,-2.5,-3.9
COc1ccc(C2=NOC(C(=O)Nc3cccnc3)C2)cc1 (stereo not drawn),-7.5,20.1,-17.1,1.0,-1.9,-2.5,-0.8,-17.2
CCOc1cc(NC(=S)NCC2CCCO2)c(OCC)cc1NC(=O)c1cccc(F)c1 (stereo not drawn),-1.4,5.0,13.5,-2.0,-1.3,-7.9,-0.5,14.4
Cc1ccc([N+](=O)[O-])c(-c2n[nH]c(=S)n2-c2cccc(Cl)c2)c1,6.0,8.2,-25.4,2.4,12.4,6.1,2.8,42.4
CC(Sc1nnc(-c2ccco2)n1C)C(=O)N1C(C)CCCC1C (stereo not drawn),-1.1,1.8,12.4,0.4,-4.5,0.9,2.4,1.6
CCc1ccc(OCc2nnc(SCCN3CCOCC3)n2C)cc1,-9.8,2.7,-22.4,-0.4,-1.1,-9.3,-0.6,12.6
COc1cccc(-c2c(-c3cc(OC)cc(OC)c3)n(C)c3ccc(-c4cnc(N5CCOCC5)nc4)cc23)c1,1.0,-476.2,-18.1,0.5,-4.9,-3.5,1.7,-0.5
CCOC(=O)C1CCCN(C(=O)c2ccc(S(=O)(=O)N3CCOCC3)cc2)C1 (stereo not drawn),-1.1,1.0,3.9,-0.3,-3.6,1.0,2.4,-0.6
COC(=O)Cn1c(=NC(=O)C2COc3ccccc3O2)sc2cc(S(N)(=O)=O)ccc21 (stereo not drawn),-3.8,7.0,-12.7,-0.1,-11.6,-13.9,-4.9,2.7
CCS(=O)(=O)n1nc(-c2cccnc2)nc1NCc1ccc(F)cc1,-3.3,3.5,-13.7,-3.1,-10.8,-1.5,1.8,9.0
CCCNC(=O)CCn1nc(-c2ccc(C)cc2)c2ccccc2c1=O,8.2,12.7,6.2,2.4,-4.5,3.6,-1.1,-8.7
O=C(O)c1cc2cc(Cl)ccc2oc1=O,-4.4,6.3,4.3,-0.8,7.8,0.7,1.8,-8.1
COc1ccc(OC)c(NC(=O)Nc2cccc(Cn3cccn3)c2)c1,-3.0,-2.4,7.3,4.0,1.3,-1.2,-1.9,14.6
NC(=O)c1nn(Cc2ccccc2)c(=O)c2ccccc12,3.9,27.2,2.0,-0.2,-6.1,1.5,-1.8,-14.1
COc1ccc(NC(=O)CNc2cc(S(=O)(=O)N3CCOCC3)ccc2N2CCOCC2)c(OC)c1,6.8,-8.5,6.3,-2.5,-1.6,-0.7,-1.6,-10.8
Cc1[nH]c2ccccc2c1/C=N/Nc1cccc(C(=O)O)c1,3.1,-54.1,20.4,1.1,3.4,1.5,1.3,7.9
Cc1nnc(SCC(=O)Nc2ccc(Cl)cn2)n1Cc1ccccc1,3.4,3.7,-1.8,2.9,0.1,-2.9,-0.2,-10.9
CC(C)N(C(=O)c1ccccc1-c1ccccc1)C(C)C,-3.0,16.3,2.0,-0.4,-2.7,-8.4,0.5,-3.2
CCn1c(SCC(=O)N2CCc3ccccc32)nc2c(c1=O)SC(C)C2 (stereo not drawn),2.9,4.3,-3.8,-1.0,0.8,-16.7,-2.9,14.9

# Part of the list above with just MPTP inh and ATG4B inh:
molecule	MPTP inh	ATG4B inh
COc1cccc(-c2c(-c3cc(OC)cc(OC)c3)n(C)c3ccc(-c4cnc(N5CCOCC5)nc4)cc23)c1	0.5	-3.5
CCOC(=O)C1CCCN(C(=O)c2ccc(S(=O)(=O)N3CCOCC3)cc2)C1 (stereo not drawn)	-0.3	1.0
COC(=O)Cn1c(=NC(=O)C2COc3ccccc3O2)sc2cc(S(N)(=O)=O)ccc21 (stereo not drawn)	-0.1	-13.9
CCS(=O)(=O)n1nc(-c2cccnc2)nc1NCc1ccc(F)cc1	-3.1	-1.5
CCCNC(=O)CCn1nc(-c2ccc(C)cc2)c2ccccc2c1=O	2.4	3.6

# (list continues)
SMILES,SENP7 block,SENP8 inh,SENP6 inh,MPTP inh,HKDC1 inh,ATG4B inh,GRIN3A LBD mod,PfGluPho inh
CC(OC(=O)C1=Cc2ccccc2OC1)C(=O)NC1CCCC1 (stereo not drawn),-10.9,-42.0,-27.5,0.0,-15.4,-1.4,0.8,9.5
Cc1nc2ccccn2c1C(=O)CSc1ccccc1Cl,1.7,9.6,-14.9,0.7,-2.0,2.0,3.0,-21.4
Oc1ccccc1-c1nc(NCCN2CCOCC2)c2ccccc2n1,-6.1,27.0,4.5,0.8,7.3,-11.9,-5.0,11.8
COc1ccc(S(=O)(=O)Nc2cccc3c2O[C@H](CN(C)Cc2ccccc2)[C@@H](C)CN([C@H](C)CO)C3=O)cc1,-1.9,12.5,-13.7,1.0,-3.7,5.7,0.1,-11.8
Cc1nc(N(C)C)ncc1C(=O)O,9.7,-118.8,-5.0,0.2,-5.0,6.2,-0.5,-5.6
O=C(CN1CCCC1)N1c2ccccc2Sc2ccc(C(F)(F)F)cc21,-3.5,9.2,-4.2,4.4,-2.2,-3.1,-6.7,0.0
CCOC(=O)CC1=NC(=O)CS1,-1.2,20.8,4.7,-1.9,-7.6,-0.3,0.8,7.8
CCOc1ccc2oc(C(=O)OCC(=O)N3C(C)CCCC3C)c(C)c2c1 (stereo not drawn),4.4,-465.8,-1.7,-0.9,1.6,-35.5,1.2,12.6
COc1ccc(OC)c(NC(=O)c2sc3nc(C)cc(C)c3c2N)c1,4.9,-322.7,14.6,2.6,-4.0,5.1,0.0,-4.3
Cn1c(=O)c2c(nc(SCC(=O)NCc3ccco3)n2C)n(C)c1=O,-7.3,6.2,-21.7,0.4,4.4,5.3,0.5,-5.6
CCc1ccccc1NC(=O)C1c2ccccc2Oc2ccccc21,5.0,8.5,-9.0,2.8,-7.8,-4.6,7.2,-2.6
O=[N+]([O-])c1cccc(S(=O)(=O)c2cccc([N+](=O)[O-])c2)c1,-4.2,9.1,-16.0,-2.6,7.8,-6.2,1.4,-10.7
O=C(COCc1cc(-c2ccco2)on1)NC1CCCCC1,-1.6,7.6,1.2,-1.6,0.2,-7.7,-0.1,11.3
COc1ccccc1OCCCn1cc(C#N)c2ccccc21,8.4,-1.0,-21.8,-0.4,3.4,-5.5,-5.4,113.0*
Cc1ccc(C)c(NC2=C(Cl)C(=O)OC2OC(=O)c2ccco2)c1 (stereo not drawn),11.8,5.1,-2.3,0.2,4.3,3.1,2.5,-1.1
O=C(CNC(=O)c1ccc(Br)o1)NNC(=O)c1ccccc1F,6.7,3.0,-13.3,-1.4,-3.1,3.1,1.1,-5.3
CC1CCN(S(=O)(=O)c2ccc(S(=O)(=O)NCc3ccco3)cc2)CC1,-4.7,11.0,-11.7,2.5,-6.5,-20.1,-0.4,-5.9
Cc1cc(C)cc(OCC(=O)N2CCN(c3ncccn3)CC2)c1,11.1,-41.3,0.8,-1.7,-5.0,-12.9,2.1,9.4
O=C(COC(=O)/C=C/c1cccc(C(F)(F)F)c1)NCc1ccccc1,5.8,24.3,4.5,0.2,-7.8,-7.4,-2.9,0.2
Cc1cccc(C(=O)Oc2ccc(/C=N/NC(=O)c3ccccc3O)cc2)c1,-5.8,-294.8,-30.4,9.0,-12.8,25.3,19.4*,2.8
CCC1CCCCN1C(=O)CSc1nc2c(cnn2-c2ccc(C)cc2)c(=O)[nH]1 (stereo not drawn),-6.0,18.0,5.8,0.0,6.2,-5.1,16.1*,-1.9
COc1cc(-c2nnc(CSc3nnc(Nc4ccc(Oc5ccccc5)cc4)s3)o2)cc(OC)c1OC,6.7,-27.1,10.1,11.9,-5.0,-4.3,3.2,6.4
O=C(CN(c1ccccc1)S(=O)(=O)c1ccccc1[N+](=O)[O-])Nc1cccnc1,7.0,8.3,-5.0,1.4,-1.9,-1.7,-0.2,11.8
C=CCOC(=O)C1=C[C@H](c2coc3ccccc3c2=O)C[C@H](OCc2ccc(CO)cc2)O1,-1.0,14.7,-0.4,-3.2,-3.0,-14.7,-1.2,-0.3
Cc1cc(C)c(C)c(OCCCn2ccnc2)c1,-4.8,15.5,-8.3,-3.3,-5.9,4.6,-1.3,-4.8

# (more compounds)
SMILES,SENP7 block,SENP8 inh,SENP6 inh,MPTP inh,HKDC1 inh,ATG4B inh,GRIN3A LBD mod,PfGluPho inh
CC1(C(=O)NC2CCCC2)CCC(=O)N1Cc1ccccc1 (stereo not drawn),11.0,9.7,6.9,3.4,-5.1,-1.9,-0.7,-3.9
COc1cnc(-c2ccccn2)nc1Oc1ccc(Cl)cc1,8.2,20.5,1.2,-1.3,-3.0,4.1,-2.7,-9.0
CC(=O)C[C@@H](O)CC(=O)[C@H]1OC(=O)CCCCCCCCc2ccccc21,-11.6,7.1,-15.2,0.8,-1.8,5.6,-0.8,2.8
CC1(C)CC(NC(=O)C(=O)NCCc2ccccc2)CC(C)(C)N1,-10.7,9.4,-25.8,-0.1,-6.8,-3.5,1.2,-4.0
CCN(CC)c1ccc(NC(=O)C2CCCC2)cc1,9.0,7.4,8.8,-0.3,6.4,-3.4,-4.0,16.7
CN1CCN(C(=O)c2cc(COc3ccc(F)cc3Cl)on2)CC1c1ccccc1 (stereo not drawn),1.3,-7.8,11.3,-0.1,4.6,-2.1,-5.9,1.6
CC(=O)c1ccc(N2CCN(CC(=O)N(C3CC3)C3CCS(=O)(=O)C3)CC2)c(F)c1 (stereo not drawn),-8.2,1.5,-4.0,-0.3,-5.0,6.2,-0.8,17.6
O=C(NCC1CCCO1)C1CCN(C2CCN(Cc3ccco3)CC2)CC1 (stereo not drawn),7.4,6.3,5.0,1.7,-8.5,-4.7,-2.6,-12.9
CC(C)OC(=S)N/C(=N\S(=O)(=O)c1ccccc1)c1ccccc1,-3.4,14.9,-14.2,0.1,6.4,-0.2,2.0,5.2
Cc1ccc(S(=O)(=O)N2CCCCC2)cc1NC(=O)COC(=O)C1CC2C=CC1C2 (stereo not drawn),2.4,10.4,-10.6,1.9,-6.5,-5.4,10.3*,0.2
CCC1(c2ccc(F)cc2)NC(=O)N(CC(=O)Nc2cccc(S(=O)(=O)N3CCOCC3)c2)C1=O (stereo not drawn),.,6.3,.,1.2,-2.4,-6.5,1.8,-1.5
Cc1ccc(CNC(=O)C2CCN(S(=O)(=O)c3ccc4c(c3)OCCCO4)CC2)cc1,3.2,17.4,6.8,0.7,-17.1,5.9,-1.9,-3.5
C=CCn1c(CNC(=O)c2ccco2)nnc1SCC(=O)Nc1cccc(F)c1,0.0,8.8,6.7,0.5,-7.2,-5.0,-0.4,-4.5
CCn1cc(CN2CCC(n3nccc3NC(=O)C3CCCC3)CC2)cn1,-11.2,16.0,5.0,-1.9,-3.9,-5.4,-0.1,-0.4
Cc1cc(/C=C(\C#N)C(=O)NCc2ccco2)c(C)n1-c1ccc(C(=O)O)cc1,2.3,-144.4,-29.8,-0.1,13.7,-2.5,-0.9,2.9

# Screening data from PubChem BioAssay.

# Compounds were not picked by outcome (roughly 6.9% active in at least one column).
